SW480 rerep – DNA re-replication induction in SW480 cells | SW480 DNA re-replication, Hoechst DNA content imaging, 48 h | Potency, µM (series often up to 46.1 µM), inactives show at the highest dose re-replication activation, actives largely listed as activators | 340,000 tested, 1.8% active | AID 624297; note: potency is the fitted concentration of half-maximal effect; % of control where 0% means no effect; nearly all actives have a fitted effect of over 55% in size
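Readout is total intensity of Hoechst-stained nuclei, excited at 405 nm and collected at 500-530 nm. Compound treatment lasted 48 hr at 37 C in 5% CO2 before staining.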
HT1080NT lethal – kills 2HG-producing HT-1080-NT fibrosarcoma cells; Potency, µM (titrated, usually from 46.1 µM), for inactives: top-dose activity, negative = less viability, hits mostly cytotoxic; HT-1080-NT fibrosarcoma viability, CellTiter-Glo ATP luminescence, 48 h; 360,000 tested, 1.6% active; AID 686970;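 note: NT is the 2HG producing partner of a matched IDH1 knockdown line; potency is the fitted concentration of half-maximal effect; 0% = DMSO-treated cells and -100% = media-only wells without cells; nearly all actives have a fitted effect of over 55% in size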
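Viability of the 2HG-overproducing fibrosarcoma line after 48 hours of compound exposure at 37 degrees C was determined by luminescence with CellTiter-Glo, and concentration-effect curves were then fitted and categorized.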
KB-V1 MDR tox – kills drug-selected multidrug resistant KB-V1 cells | KB-V1 MDR cells viability, CellTiter-Glo, 72 h | Potency, µM (titrated, usually from 46.1 µM), without a hit: at the top dose activity change, negative = cytotoxicity, most hits filed as cytotoxic | 400,000 tested, 3.4% active | AID 1347076; note: potency is the fitted concentration of half-maximal effect; % is set by controls: 0 for no effect and ±100 for the full control effect; nearly all actives have a fitted effect of over 60% in size
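KB-V1, DMEM (no phenol red) + 10% FBS; cpd pin-transferred, titration series; 72 h, 37 degrees C; CellTiter-Glo, luminescence. Data normalized, curve-fit.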
ATXN viability – reduces viability in counter-screen for ATXN expression inhibitors; S2 cells (HEK-293 line with an ATXN2-luciferase reporter) viability, CellTiter-Fluor protease fluorescence, 24 h; Potency, µM (series often up to 56.7 µM), most hits filed as cytotoxic; 400,000 tested, 0.49% active; AID 651635; note: potency is the fitted concentration of half-maximal effect; nearly all actives have a fitted effect of over 40% in size
MCF10A rereplic – inducers of DNA re-replication in MCF 10A breast cells | MCF 10A DNA re-replication, Hoechst nuclear intensity, 48 h | Potency, µM (series often up to 46.1 µM), without a hit: top-dose activity, positive = re-replication, hits mostly activators | 350,000 tested, 2.9% active; note: potency is the fitted concentration of half-maximal effect; % of control where 0% means no effect; nearly all actives have a fitted effect of over 50% in size
KB-3-1 cytotox – KB-3-1 parental cell cytotoxicity; KB-3-1 viability, CellTiter-Glo ATP luminescence, 72 h; Potency, µM (series often up to 46.1 µM), inactives show at the top dose activity change, negative = cytotoxic, hits mostly cytotoxic; 400,000 tested, 1.4% active; note: potency is the fitted concentration of half-maximal effect; % is set by controls: 0 for no effect and ±100 for the full control effect; nearly all actives have a fitted effect of over 60% in size
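Cytotoxicity measured as CellTiter-Glo luminescence after 72 h at 37 C. Compound titrations were pinned onto drug-naive KB-3-1 parental adenocarcinoma cells grown in DMEM with 10% FBS, and normalized data fitted to concentration-response curves.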
ATXN2 expr inh – ATXN2 expression inhibition | HEK-293 ATXN2-luciferase reporter, luminescence, 24 h | AID 1745845 | 360,000 tested, 0.72% active | Potency, µM (series often up to 57 µM), for inactives: at the highest dose activity change, negative = inhibition, most hits filed as inhibitors; note: potency is the fitted concentration of half-maximal effect; % is set by controls: 0 for no effect and ±100 for the full control effect; nearly all actives have a fitted effect of over 55% in size
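ATXN2-luciferase reporter cells (luciferase flanked by upstream and downstream ATXN2 gene portions) were treated 24 h at 37 °C with compounds at up to 57 uM. SteadyGlo luminescence gave expression; GF-AFC fluorescence gave viability.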
HT1080 IDH1KD tx – HT-1080 IDH1 knockdown cell toxicity (counter line); HT-1080 IDH1 knockdown viability, ATP luminescence, 48 h; Potency, µM (highest dose often 46.1 µM), for inactives: at the highest dose activity, negative = toxicity, hits mostly cytotoxic; 360,000 tested, 2% active; AID 686971;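 note: potency is the fitted concentration of half-maximal effect; 0% = DMSO wells and -100% = cell-free medium wells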
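% activity derives from luminescence (CellTiter-Glo), normalised to DMSO and no-cell wells. HT-1080-IDH1KD cells, 750/well, had 48 h compound exposure at 37 °C.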
IL-1B inflam inh – inflammasome signaling inhibition, IL-1 beta readout | THP-1 LPS/ATP IL-1B secretion, AlphaLISA, 16 h; stronger effect = lower value | activity change, % at 57.5 µM | 360,000 tested, 4.7% active | AID 743279; in the data active = activity change below about -50%; inconclusive = mostly about -30% to -49%; note: % is set by controls: 0 for no effect and ±100 for the full control effect
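Secreted IL-1B measured by AlphaLISA bead assay after 16 h compound exposure of THP-1 cells; compounds (final up to 57.5 uM) added 1 h before LPS (250 ng/mL) and ATP (1.25 mM) stimulation; lower signal means less secretion.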
Starred values were filed as active, the others as inactive; i = inactive; ? = inconclusive; . = no result given; & = joins results of further samples; [ ] = dose if it differs, or a comment. Unless noted, calls come from the whole dose curve; as a rule, active = well fitted curve in the direction sought with a large enough effect; inconclusive = small, poorly fitted or top-dose-only effect, or another doubt; inactive = no such curve, though single readings can be large; an effect the other way counts as inactive or inconclusive.

The first 2 records, to show the layout:
#	Molecule	KB-V1 MDR tox	MCF10A rereplic	KB-3-1 cytotox	IL-1B inflam inh	ATXN2 expr inh	SW480 rerep	ATXN viability	HT1080NT lethal	HT1080 IDH1KD tx
1	CCCSc1ccc([C@H]2N[C@@](C)(C(=O)OC)[C@H]3C(=O)N(C)C(=O)[C@@H]23)cc1OC	-18%	-6%	2%	27	1%	-10%	i	0%	4%
2	N#Cc1c(-c2ccc3c(c2)OCO3)csc1N	?	0%	?	-60*	0%	-6%	?	-16%	-7%

The listing, from the start:
#	Molecule	KB-V1 MDR tox	MCF10A rereplic	KB-3-1 cytotox	IL-1B inflam inh	ATXN2 expr inh	SW480 rerep	ATXN viability	HT1080NT lethal	HT1080 IDH1KD tx
1	CCCSc1ccc([C@H]2N[C@@](C)(C(=O)OC)[C@H]3C(=O)N(C)C(=O)[C@@H]23)cc1OC	-18%	-6%	2%	27	1%	-10%	i	0%	4%
2	N#Cc1c(-c2ccc3c(c2)OCO3)csc1N	?	0%	?	-60*	0%	-6%	?	-16%	-7%
3	Cc1ccc(O)c(NC(=O)C2=CC(c3ccco3)=NS(=O)(=O)N2C)c1	12%&3%	-4%	10%&7%	-7	5%&7%	-9%	i	10%	4%
4	O=C1NC(=S)S/C1=C\c1coc2ccc(O)cc2c1=O	16%	8%	3%	0	50%[activator]	?	i	-26%	-21%
5	CCOC(=O)C1(C)CCN1C(=O)c1oc2ccccc2c1C (stereo unspecified)	-1%	.	0%	40	4%	.	?	26%	1%
6	COC(=O)CCN(c1ccccc1)S(=O)(=O)c1ccc(OC)cc1	-4%	-5%	10%	9	-9%	-1%	i	1%	0%
7	COc1ccccc1C(=O)n1nc(-c2ccccc2)nc1N	-1%	-1%	0%	3	1%	-2%	i	18%	20%
8	COc1ccccc1C(=O)NC(=S)NNC(=O)c1sc2ccccc2c1Cl	0%	5.2µM*	0%	11	-16%	20%	i	?	?
9	Cc1ccccc1CSCC(=O)c1c(N)n(CC(C)C)c(=O)n(C)c1=O	18µM*	15%	?	-7	-14%	-7%	i	0%	-1%[9.24 µM]
10	Cc1nc([N+](=O)[O-])c(Br)n1CC(=O)c1ccc(Br)cc1	?	?	?	-84*	-19%	?	?	21µM*	?
11	CC(C)CC(=O)NC(=S)Nc1ccc(N2CCOCC2)cc1	15%	2%	3%	11	.	-8%	i	11%	7%
12	O=C(c1cccc2ccccc12)N1CCN(Cc2ccccc2F)CC1	-6%	18%	-4%	-9	-27%	-13%	i	0%	-1%
13	CCOc1ccc(NC(=O)CSCC(=O)O)cc1	7%	2%	5%	6	.	-26%	.	7%	-3%
14	CCOC(=O)C1=C(CS(=O)(=O)c2ccc(Cl)cc2)NC(=O)NC1c1ccc(O)c(OC)c1 (stereo unspecified)	-1%	0%	-24%	16	0%	-32%[inhibitor]	?	26%	28%
15	CC(C)Cn1cc(C(=O)N2CCC(C)CC2)c2c3ccccc3n(C)c2c1=O	-9%	12%	0%	-7	0%	0%	i	0%	-5%
16	COC(=O)Cn1c(=O)c(C(=O)CCl)c(N)n(Cc2ccccc2)c1=O	?	5.2µM*	13µM*	?	.	?	i	8%	11%
17	O=C(c1cc2c(=O)oc3ccccc3c2s1)N1CCN(c2ccccc2)CC1	2%	.	-9%	.	6%	.	i	.	.
18	CCOC(=O)c1cc(CC)sc1NC(=O)CCC(=O)O	2%	-8%	-4%	4	-5%	-1%	i	-6%	-3%
19	CC1CN(CCOc2ccc(Cl)cc2Cl)CC(C)O1 (stereo unspecified)	?	5%	?	0	7%	-1%	i	0%	18%
20	Cc1cc(C(=O)N2CCC(C)CC2)on1	?	-1%	19%	-16	0%	0%	i	14%	12%
21	CC(OC(=O)C1CC1)C(=O)Nc1ccc([N+](=O)[O-])cc1Cl (stereo unspecified)	-9%	-3%	-3%	-2	.	-1%	i	13%	8%
22	N/C(=N\OC(=O)c1cccc(Br)c1)c1ccccc1	12%	-22%	2%	30	90%[activator]	-1%	i	6%	-5%
23	CCc1nc2ccc(C(=O)NCCCN3CCCC3=O)cn2c1N(C)Cc1ccc(OC)cc1	-25%	.	26%	0	11%	.	i	3%	11%
24	O=C(NCc1ccc(Cl)cc1)c1cc(=O)[nH]c2ccccc12	16%	-2%	?	3	-1%	-7%	i	16%	1%
25	Cc1ccc(OCC(=O)NCC(c2ccc(Cl)cc2)N2CCOCC2)cc1C (stereo unspecified)	-15%	.	10%	.	-24%	.	?	.	.
26	COc1ccc(N2C(=O)CC(N3CCN(c4ccc(S(=O)(=O)N5CCCC5)cc4)CC3)C2=O)cc1 (stereo unspecified)	27%	15%	15%	9	3%	-1%	i	26%	9%
27	CCOC(=O)C1=C(C)NC2=C(C(=O)CCC2)C1c1cccs1 (stereo unspecified)	0%	3%	2%	12	-4%	-6%	i	12%	8%
28	CC1(Cc2ccccc2F)C(=O)Nc2c(Cl)ccc(Cl)c21 (stereo unspecified)	2%	.	0%	30	-11%	.	i	?	-10%
29	c1ccc(-c2nc3nc4ccccc4nc3n2CC2CCCO2)cc1 (stereo unspecified)	-1%	17%	2%	-3	12%	2%	i	8%	6%
30	Cc1cc(Cl)ccc1C(O)c1ncc(-c2ccc(C(F)(F)F)cc2)[nH]1 (stereo unspecified)	2%	.	0%	0	-8%	.	?	?	?

#	Molecule	KB-V1 MDR tox	MCF10A rereplic	KB-3-1 cytotox	IL-1B inflam inh	ATXN2 expr inh	SW480 rerep	ATXN viability	HT1080NT lethal	HT1080 IDH1KD tx
31	O=C(NCc1ccncc1)C1CCN(S(=O)(=O)c2cccc(C(F)(F)F)c2)CC1	?	-2%	7%	24	6%	-1%	i	3%	-16%
32	COc1cc(-n2c(=O)c3ccccc3n(Cc3cccc(C)c3)c2=O)cc(OC)c1OC	-2%	-4%	-2%	8	7%	-12%	i	6%	11%
33	O=C(COC(=O)COc1ccc(Br)cc1)NC1CCCC1	22%	1%	6%	10	7%	-4%	i	13%	13%
34	Cc1cccc(N2C(=O)CC(SC(N)=Nc3ccccc3)C2=O)c1 (stereo unspecified)	-7%	23%	-3%	2	.	-65%[inhibitor]	i	1%	3%
35	COc1cccc(NC(=O)CCC2CCN(C(=O)c3cncs3)CC2)c1	-4%	-1%	-1%	23	-8%	1%	?	-21%	-9%
36	COc1ccc(CN=Cc2c(C(F)(F)F)[nH][nH]c2=O)cc1	6%	7%	-2%	11	4%	2%	i	18%	19%
37	Clc1ccc(CSc2nnc3ccccn23)c(Cl)c1	?	-4%	10%	?	65%[activator]	-39%[inhibitor]	i	15%	7%
38	FC(F)(F)c1cccc(Cc2noc(CN3CCCC(CN4CCCC4)C3)n2)c1 (stereo unspecified)	-13%	?	-3%	-11	-24%	9%	i	6%	4%
39	O=C(Cc1ccccc1)Nc1nc(-c2ccc(F)c(F)c2)cs1	-29%	24%	-13%	-14	-13%	-1%	.	1%	0%
40	CCc1cccc(CC)c1NC(=O)c1ccc(-c2cc(Cl)ccc2Cl)o1	-14%	.	0%	35	2%	.	i	0%	9%
41	Clc1ccc(-c2cc3ncc4c(n3n2)-c2ccccc2OC4)cc1	?	.	-1%	.	12%	.	i	.	.
42	COc1cnn(-c2ccc(F)cc2)c(=O)c1Br	-3%	-5%	-4%	-4	16%	-10%	i	0%	6%
43	CCc1ccccc1N(CC(=O)NCc1ccccc1)C(=O)CCC(=O)Nc1ccccn1	6%	12%	0%	-20	-5%	-4%	i	-3%	-16%
44	O=C(Nc1ccc(S(=O)(=O)Nc2ncccn2)cc1)c1cccnc1	13%	7%	20%	-11	17%	-5%	i	8%	14%
45	CCOC(=O)c1[nH]c(C)c(CCC(=O)Nc2ccc(C)cc2Cl)c1C	-9%	.	5%	.	-11%	.	i	.	.
46	Cn1c(N2CCN(c3ccccn3)CC2)nc2c1c(=O)n(Cc1ccccc1Cl)c(=O)n2C	0%	-5%	-6%	13	-16%	-3%	i	-6%	11%
47	CCCCOc1ccc(N(CC(=O)NC(C)(C)CC)C(=O)CCC(=O)Nc2ccccn2)cc1	-19%	1%	-8%	-20	-6%	1%	i	-7%	-16%
48	CC(C)(C)C1N=C(c2ccc3ccccc3c2)OC1=O (stereo unspecified)	8%	-5%	24%	15	1%	-2%	i	?	15%
49	CC12CCC3C(CCC4N(CCO)CCC34C)C1CCC2O (stereo unspecified)	-16%	4%	1%	-16	-3%	-2%	i	0%	-4%
50	O=C(O)c1cc(Cl)ccc1OS(=O)(=O)c1ccc(Cl)s1	?	-1%	0%	7	-7%	1%	i	2%	12%
51	COc1ccccc1C(=O)Nc1cc2c(cc1N1CCCC1)n(C)c(=O)c(=O)n2C	?	.	-5%	.	0%	.	i	.	.
52	COc1ccc(Cl)cc1NC(=O)CN(C)C(=O)c1sc2ccccc2c1Cl	?	?	?	-6	-29%	?	?	?	?
53	Cc1ccc(N2CS(=O)(=O)/C(=C/N(C)C)C2=O)cc1	?	13%	5%	-6	10%	2%	i	-2%	-2%
54	C[C@]12C(=O)N(c3cccc(F)c3)C(=O)N1[C@H]1c3ccccc3OC[C@@H]1[C@H]2c1ccccc1	25%	-3%	4%	13	20%	-8%	i	-5%	-9%
55	COCc1cc(C)nc(OCC(=O)N/N=C/c2cc(C)n(-c3c(C)cccc3C)c2C)c1C#N	2%	20%	?	25	0%	13%	i	?	?
56	O=C1c2ccccc2S(=O)(=O)c2cc(C(=O)N3CCN(C(=O)c4ccccc4)CC3)ccc21	4%	-15%	9%	-1	6%	4%	i	0%	1%
57	CN1CCN(c2ccc(CNC(=O)C3Cc4c(-c5ccc6c(c5)OCO6)ccnc4O3)cc2)CC1 (stereo unspecified)	-1%	.	0%	-27	19%	.	i	-26%	-28%
58	C/C(CC(=O)NCc1ccco1)=N\NC(=O)COc1ccc(C)cc1	23%	0%	-2%	-9	-8%	-8%	i	-2%	8%
59	COc1ccc(-c2nn(-c3ccccc3)cc2C(=O)N2CCN(C(=O)c3ccco3)CC2)cc1	2%	0%	3%	-25	-11%	-4%	i	7%	-3%

Bioassay records (PubChem BioAssay)
